IL1B NFkB pot – enhancers of NFkB p65 translocation in HUVEC – imaging, IL-1B stimulus, high-content imaging, primary screen | HUVEC IL-1B NFkB p65 nuclear translocation imaging | activation, % at 2 µM | 94,000 tested, 0.3% active | AID 819, 2007;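 active means activation above 40%, about the mean plus 3 SD, also judged a hit on visual image review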;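 further: percent activation is computed from the nuclear over cytoplasmic p65 intensity ratio; values of inactives mirror those of a sister screen read the other way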
IL1B NFkB inh – inhibitors of IL-1B driven NFkB p65 nuclear import, primary screen, imaging, HUVEC, IL-1B stimulus, high-content imaging; HUVEC IL-1B NFkB p65 nuclear translocation imaging; 94,000 tested, 0.43% active; inhibition, % at 2 µM;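 active means inhibition above about 30% together with a positive call from visual inspection of the well image, limit read from the data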;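 further: nuclear over cytoplasmic p65 intensity ratio measured by imaging; 0% = IL-1B stimulated DMSO wells and 100% = unstimulated DMSO wells; values of inactives mirror those of a sister screen read the other way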
PLAP inhibitors HTS – PLAP enzyme inhibitors, biochemical, luminescence, HTS (AID 690). Alkaline phosphatase, placental type (Homo sapiens). 96,000 tested, 0.08% active. inhibition, % at 20 µM, or IC50 in µM where a hit was titrated. purified PLAP, luminescent substrate; higher % means a stronger effect; in the data active means a potency from the dose series; inactive means the rest, 99 in 100 with inhibition below about 30%; further: strong numbers were not always called active
Bcl-B displacement – displacers of TR3 peptide from Bcl-B, primary screen, selectivity assay for Bfl-1 inhibitor project, biochemical, fluorescence polarization; Bcl-2-like protein 10 (Homo sapiens); 96,000 tested, 0.11% active; FP displacement of FITC-TR3 peptide from Bcl-B; higher % means a stronger effect; displacement, % at 20 µM, or IC50 in µM where a hit was titrated;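 active means displacement above 50% at 20 µM plus a fluorescence interference ratio under 1.5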;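 further: plate controls were wells without compound for no effect and wells lacking Bcl-B protein for full effect; a part of the inactive calls stands beside numbers as strong as those of hits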
MRP reversal – reversal of MRP1-mediated doxorubicin resistance, primary screen, H69AR cells, doxorubicin co-treatment. differential viability (reversal), % at 10 µM. AID 602, 2007. 85,000 tested, 0.04% active. H69AR cells + 2 uM doxorubicin, CellTiter-Glo, 72 h;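 active means viability drop by adding the cancer drug above about 55%, with treated viability meeting a 40% cutoff, limit read from the data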;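 further: viability without doxorubicin minus viability with 2 µM doxorubicin for each compound; larger differential means the compound sensitizes cells more to doxorubicin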
MRP reversal cytotoxicity – recorded beside MRP reversal, whose call it bears; viability, %; H69AR cells, CellTiter-Glo, 72 h; measured here: cytotoxicity without doxorubicin
MRP reversal with doxorubicin – further read-out of MRP reversal, marked with its call; viability, %; measured here: viability with 2 uM doxorubicin; stronger effect = lower value
IL1B NFkB inh cell count 2 µM – also measured in IL1B NFkB inh; calls as there; cell count; measured here: cells passing quality filter;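 raw number of nuclei counted in each imaged well without normalization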
IL1B NFkB pot cell count 2 µM – also measured in IL1B NFkB pot; calls as there; cell count; measured here: cells passing quality filter
Numbers without * were called inactive; nt = not tested or not shown.

SMILES	IL1B NFkB pot	IL1B NFkB pot cell count 2 µM	IL1B NFkB inh	IL1B NFkB inh cell count 2 µM	PLAP inhibitors HTS	Bcl-B displacement	MRP reversal	MRP reversal cytotoxicity	MRP reversal with doxorubicin
CC(C)Oc1ccc(OCCCN2CCCCCC2)cc1	2	171	-2	171	35%	6%	-16	55	71
CC(C)Nc1nc2n(c(=O)n1)CCN2C(C)C	-6	147	6	147	-7%	-7%	5	96	90
C[C@@]12CC(=O)NC1N(C(=O)c1ccccc1)C(c1ccccc1OC(=O)c1ccccc1)C2 (stereo partly drawn)	14	193	-14	193	-88%	-10%	4	91	87
CCn1c(O)c(N=NC(=O)CNC(=O)/C=C/c2ccco2)c2ccccc21	-4	179	4	179	-36%	0%	-8	83	91
CC(C)OC(=O)CN1CCN(S(=O)(=O)c2cc(Cl)ccc2Cl)CC1	nt	nt	nt	nt	-61%	-5%	16	92	76
Nc1nc(N)nc(-c2ccccc2O)n1	13	173	-13	173	0%	-4%	nt	nt	nt
COC(=O)c1ccc(CSc2nnc3n(Cc4ccccc4OC)c(=O)c4ccccc4n23)o1	nt	nt	nt	nt	-55%	-14%	9	49	40
CCOC(=O)c1c(C)c(C(=O)NCc2ccco2)c(C)n1Cc1ccccc1	-3	116	3	116	6%	4%	5	66	62
COc1ccc(OC)c(NC(=O)C2CCCN(S(=O)(=O)c3cccc4nsnc34)C2)c1 (stereo not drawn)	12	109	-12	109	-7%	0%	-31	40	71
Nc1c(C(=O)N2CCCCC2)sc(=S)n1-c1ccccc1	11	162	-11	162	4%	0%	8	80	72
CNC(=O)C12CCC(C)(c3nc4cc(C)c(C)cc4nc31)C2(C)C (stereo not drawn)	9	187	-9	187	-57%	-8%	-10	82	92
COc1ccccc1NS(=O)(=O)c1ccc(Cl)cc1	nt	nt	nt	nt	-18%	8%	-4	100	104
COc1ccc(Cn2c(N)c(C#N)c3nc4ccccc4nc32)cc1OC	9	104	-9	104	-28%	-123%	12	87	75
COc1ccccc1Nc1nc(N)nc(CSc2nccc(C)n2)n1	-5	113	5	113	5%	-3%	-2	88	90
COc1ccccc1CNC(=O)c1c(-c2ccccc2)nn(-c2ccccc2)c1C	6	179	-6	179	16%	8%	nt	nt	nt
CCOC(=O)/C(=N\Nc1ccc(Cl)cc1)c1csc(Nc2ccccc2)n1	18	176	-18	176	-10%	-75%	nt	nt	nt
CCC(=O)NCCCOc1ccccc1	-9	105	9	105	-6%	-3%	-3	90	93
O=C(OCCN=C1NS(=O)(=O)c2ccccc21)c1cccnc1	0	162	0	162	-4%	-6%	4	98	94
Cc1csc2ncc(C(=O)NC(C)c3ccccc3)c(=O)n12 (stereo not drawn)	36	55	-36	55	-37%	4%	nt	nt	nt
Cc1ccc(O)c(NC(=O)COc2cc(C)ccc2C)c1	6	66	-6	66	15%	4%	-3	84	87
C=CCc1cccc2cc(C(=O)NC)c(=O)oc12	3	150	-3	150	1%	-6%	11	92	80
O=S(=O)(c1ccccc1C(F)(F)F)N1CCOCC1	31	130	-31	130	-8%	-9%	-4	91	95
COc1ccc(C(NC(=O)CNC(C)=O)C(=O)Nc2ccc(C(C)C)cc2)cc1 (stereo not drawn)	4	120	-4	120	-59%	-1%	nt	nt	nt
COCCN1Cc2c(sc(C)c2C)N(C(=O)c2ccccc2)C1	-12	164	12	164	14%	-3%	0	95	94
COc1ccc(OCC(=O)N/N=C2\CCc3ccccc32)cc1	-53	32	53*	32*	19%	6%	5	95	90

7 compounds picked at random from the list so far, as already listed:
SMILES	IL1B NFkB pot	IL1B NFkB pot cell count 2 µM	IL1B NFkB inh	IL1B NFkB inh cell count 2 µM	PLAP inhibitors HTS	Bcl-B displacement	MRP reversal	MRP reversal cytotoxicity	MRP reversal with doxorubicin
Nc1nc(N)nc(-c2ccccc2O)n1	13	173	-13	173	0%	-4%	nt	nt	nt
COc1ccccc1NS(=O)(=O)c1ccc(Cl)cc1	nt	nt	nt	nt	-18%	8%	-4	100	104
COc1ccccc1CNC(=O)c1c(-c2ccccc2)nn(-c2ccccc2)c1C	6	179	-6	179	16%	8%	nt	nt	nt
COc1ccccc1Nc1nc(N)nc(CSc2nccc(C)n2)n1	-5	113	5	113	5%	-3%	-2	88	90
Cc1ccc(O)c(NC(=O)COc2cc(C)ccc2C)c1	6	66	-6	66	15%	4%	-3	84	87
CCOC(=O)c1c(C)c(C(=O)NCc2ccco2)c(C)n1Cc1ccccc1	-3	116	3	116	6%	4%	5	66	62
CC(C)Oc1ccc(OCCCN2CCCCCC2)cc1	2	171	-2	171	35%	6%	-16	55	71

Other records follow.
SMILES	IL1B NFkB pot	IL1B NFkB pot cell count 2 µM	IL1B NFkB inh	IL1B NFkB inh cell count 2 µM	PLAP inhibitors HTS	Bcl-B displacement	MRP reversal	MRP reversal cytotoxicity	MRP reversal with doxorubicin
Cc1cccc(OCC(=O)Nc2ccc(S(=O)(=O)N3CCN(C)CC3)cc2)c1	13	139	-13	139	nt	nt	4	90	86
CSc1nc2sc3c(c2c(=O)[nH]1)CCCC3	1	113	-1	113	-8%	-8%	nt	nt	nt
COc1ccccc1NC(=O)C1=C(C)NC(=O)NC1c1ccccc1F (stereo not drawn)	nt	nt	nt	nt	-10%	-2%	6	89	83
Cc1nn(-c2ccccc2)c2[nH]c(=O)c(CNc3ccc(N4CCOCC4)cc3)cc12	-12	114	12	114	-74%	2%	-43	18	61
CCN1CCN(CCC(=O)Nc2ccccc2OC)CC1	8	105	-8	105	-8%	17%	9	101	91
CCOc1ccc(N2C(=O)CC(Sc3nccc(C)n3)C2=O)cc1 (stereo not drawn)	7	162	-6	162	-2%	5%	25	94	69
CN(CC(=O)Nc1ccc(F)c(F)c1F)c1cnccn1	8	82	-8	82	nt	13%	4	95	92
Cn1c(=O)c2c(nc(NCc3ccc4c(c3)OCO4)n2Cc2ccccc2Cl)n(C)c1=O	10	114	-10	114	15%	-9%	-11	38	49
O=C(C1CC1)N1CCc2cc(Br)cc(S(=O)(=O)NCCCN3CCCC3)c21	nt	nt	nt	nt	-56%	1%	13	94	81
Cc1cccc(OCCn2c(NC(=O)c3ccco3)nc3ccccc32)c1	14	130	-14	130	14%	-5%	8	45	36
Cc1ccc(C)c(NC(=O)CSc2n[nH]c(-c3ccncc3)n2)c1	0	131	0	131	11%	-6%	12	104	92
Cc1ccc(CN(CC(=O)N/N=C/c2ccccc2[N+](=O)[O-])S(=O)(=O)c2ccc(C)cc2)cc1	11	181	-11	181	-49%	1%	nt	nt	nt
CCOc1ccc(CCNC(=O)C2CCN(c3nnc(-n4cccc4)s3)CC2)cc1	-10	163	10	163	-17%	-5%	-7	91	98
CC(C)(C#N)C(C)(C)c1nn[nH]n1	15	152	-15	152	11%	8%	9	97	88
O=C(Nc1cc(C(F)(F)F)ccc1-n1cncn1)c1ccc(Cl)cc1	-2	124	2	124	3%	-12%	13	95	82
CCn1c(SCC(=O)N2CCOCC2)nc(O)cc1=O	nt	nt	nt	nt	24%	-5%	9	111	102
CCOc1cc(S(=O)(=O)NC2CC2)c(OCC)cc1-n1cnnn1	0	148	0	148	7%	0%	17	105	88
O=C(O)/C(=C1\OC(=O)c2ccccc21)c1ccccc1	0	152	0	152	nt	nt	-3	98	101
CCc1ccc(NC(=O)CSC2=C(C#N)C(c3ccc4c(c3)OCO4)CC(=O)N2)cc1 (stereo not drawn)	11	117	-11	117	nt	nt	4	81	77
C/C=C/CSc1nc2c(c(=O)[nH]c(=O)n2C)n1CCC	2	181	-2	181	-2%	-3%	-1	85	87
Cc1cc(C)c(C#N)c(N2CCCC2)n1	-7	159	7	159	9%	-1%	2	91	89
COc1ccccc1N1CCN(C(=O)CSc2nc(-c3ccco3)cc(C(F)(F)F)n2)CC1	1	115	-1	115	-68%	-8%	-2	97	99
COc1cc(C2=NOC(C(=O)N3CCCc4ccccc43)C2)cc(OC)c1OC (stereo not drawn)	25	190	-25	190	-18%	-11%	2	83	81
CCn1c(SC(C)C(=O)NC2CCCc3ccccc32)nnc1-c1cccs1 (stereo not drawn)	-8	146	8	146	-58%	4%	5	77	72
N=c1sccn1CC(=O)Nc1cccc2ccccc12	8	183	-8	183	30%	-8%	5	87	82
SMILES	IL1B NFkB pot	IL1B NFkB pot cell count 2 µM	IL1B NFkB inh	IL1B NFkB inh cell count 2 µM	PLAP inhibitors HTS	Bcl-B displacement	MRP reversal	MRP reversal cytotoxicity	MRP reversal with doxorubicin
Clc1ccc(Nc2nc3ccccc3n3nnnc23)cc1	-4	147	4	147	12%	2%	-7	44	51
Oc1[nH]c2ccccc2c1/C=N/N1CCCCC1	-1	112	2	112	2%	7%	nt	nt	nt
Cc1cc(NC(=O)CCC(=O)N(CCc2ccccc2)C(C(=O)NC2CCCC2)c2ccco2)no1 (stereo not drawn)	21	147	-21	147	9%	-8%	-31	55	86
Cc1ccc2cc3c(NC(=O)c4ccco4)nn(CC(C)C)c3nc2c1	-5	114	5	114	8%	-15%	-9	35	45
COc1ccccc1-n1cnc2cc(NC(C)=O)ccc21	12	145	-12	145	12%	-2%	-22	66	88
C=CCOC(=O)COc1ccc2c(C)c(C)c(=O)oc2c1	nt	nt	nt	nt	-12%	3%	26	90	65
CC(Oc1ccccc1)C(=O)N1CCCc2ccccc21 (stereo not drawn)	7	201	-7	201	4%	0%	-15	86	101
O=C(Nc1ccc2c(c1)OCO2)C1CC(c2ccccc2Cl)=NO1 (stereo not drawn)	13	120	-13	120	10%	6%	-2	80	82
CCc1c(O)nc(SCC(N)=O)n(-c2ccccc2F)c1=O	0	172	0	172	-1%	-1%	16	108	92
Cn1c2ccccc2c2c(C(=O)N3CCN(c4ccc(F)cc4)CC3)cn(C3CCCC3)c(=O)c21	11	217	-11	217	-57%	-13%	-21	46	66
CC(=O)NC1=NN(C(C)=O)C(c2cccs2)S1 (stereo not drawn)	1	138	-2	138	nt	nt	-16	95	111
Cc1ccc(CSCC(=O)N2CCN(Cc3ccc4c(c3)OCO4)CC2)cc1	-13	116	14	116	nt	nt	2	88	86
CCc1cccc2c(C#N)cn(CC(=O)NCCOC)c12	21	116	-20	116	-2%	20%	13	96	83
Cc1ccc(C(=O)Nc2nc(=O)n(C(=O)c3ccccc3Cl)s2)cc1	nt	nt	nt	nt	-69%	3%	4	97	93
CC(C)CC(=O)N(c1ccc(F)cc1)C1C=CS(=O)(=O)C1 (stereo not drawn)	8	142	-8	142	-8%	-6%	16	91	75
CCCC(=O)Nc1nnc(CC(=O)N2CCCC2)s1	21	149	-21	149	8%	2%	20	101	82
Cc1cccc2c(=O)cc(C)n(CC(=O)N3CCCCC3)c12	11	112	-11	112	-74%	-3%	-7	80	87
Cc1ccc(S(=O)(=O)NC2=NCN(CCc3ccccc3)CN2)cc1	-10	114	10	114	-28%	-6%	-17	96	113
CCC(C)(C)NC(=O)CN(Cc1cccs1)C(=O)C(=O)Nc1ccc2c(c1)OCCO2	-4	118	4	118	-8%	-10%	nt	nt	nt
CCCC(=O)Nc1ccc2c(c1)C(=O)NC2=O	13	173	-13	173	10%	0%	-5	96	101
Cc1c(Cl)cccc1N(CC(=O)O)S(C)(=O)=O	5	117	-5	117	-13%	-4%	-5	80	85
Cc1ccc(S(=O)(=O)N2CCC(C(=O)OCC(=O)N3CC(=O)Nc4ccccc43)CC2)cc1	2	169	-2	169	-57%	-6%	-8	86	94
CC1CC2=C(NC(=S)NC2c2ccc(F)cc2)/C(=C/c2ccc(F)cc2)C1 (stereo not drawn)	2	178	-2	178	7%	4%	nt	nt	nt
CCOC(=O)Nc1ccc(S(=O)(=O)N2CCOCC2)cc1	-12	90	12	90	-5%	-12%	5	97	93
CC1=C(C(=O)Nc2ccc(C)cc2)C(c2ccco2)NC(=O)N1 (stereo not drawn)	2	145	-2	145	nt	nt	-16	80	96
CCOC(=O)c1c(NC(=O)CCC(=O)N2CCOCC2)sc2c1CC(C)(C)OC2	1	137	-1	137	-28%	-9%	-13	72	86

Two compounds from above with just IL1B NFkB inh and MRP reversal cytotoxicity.
canonical_smiles | IL1B NFkB inh | MRP reversal cytotoxicity
Cc1ccc(C(=O)Nc2nc(=O)n(C(=O)c3ccccc3Cl)s2)cc1 | nt | 97
CC(C)Nc1nc2n(c(=O)n1)CCN2C(C)C | 6 | 96

The list is partial; the hit share may differ from the screen's.
